# TDP2 absorb – human TDP2 enzyme inhibitors, primary screen, biochemical, epi absorbance, recombinant enzyme. T5PNP hydrolysis, p-nitrophenol absorbance 415 nm. inhibition, % at 12.8 µM. actives 0.34% (n = 370,000);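 active = inhibition above the mean of all tested compounds plus 3 SD, set per campaign, cut at about 25% in these data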;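 also: 0% = DMSO with enzyme and 100% = buffer with substrate but no TDP2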
#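 Evaluation: % inhibition relative to enzyme-containing and enzyme-free wells. Material: recombinant human TDP2. Benchmarks: enzyme-free and DMSO wells. Timing: enzyme reaction with compound for 2 h at 37 °C. Compound dosing: 12.8 µM only. Measured by: p-Nitrophenol epi absorbance. Reagent: T5PNP substrate at 5 mM, a TopII-DNA adduct mimic. Replication: single well per compound.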
# Tn6 DDE FP – inhibitors of Tn6 peptide binding to fibrin DD(E), primary screen, biochemical, fluorescence polarization, human fibrin, Tn6 probe; Fibrinogen beta chain (Homo sapiens), P02675; Fibrin DD(E) TRITC-Tn6 fluorescence polarization displacement; inhibition, % at 8.3 µM; actives 0.21% (n = 370,000); AID 720509, 2013;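 active = inhibition above a per-campaign cutoff: mean of compounds within control limits plus 3 SD, cut at about 15% in these data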;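 also: 0% = median of all compound wells on the plate and 100% = blocking peptide control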
# ADAM10 inh – human ADAM10 inhibitors, primary screen, biochemical, QFRET, HTS. recombinant ADAM10, EDANS/DABCYL FRET peptide cleavage, 3 h. inhibition, % at 7 µM. actives 0.62% (n = 370,000);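 active = inhibition above a per-campaign cutoff equal to the mean of compounds falling between control-based bounds plus 3 SD, cut at about 20% in these data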;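 also: 0% = DMSO wells while the 100% control is not disclosed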
# ARFGAP1 inhibitor – inhibitors of rat ARFGAP1 GAP activity, primary screen, biochemical, fluorescence polarization, GDP tracer; Arfgap1-stimulated ARF1 GTP hydrolysis, GDP FP detection; inhibition, % at 16.5 µM; actives 0.26% (n = 360,000);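 active = inhibition above a per-plate limit, mean inhibition of low control wells plus 3 SD, cut at about 25% in these data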;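 also: 0% = DMSO wells with enzyme and 100% = wells lacking Arfgap1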
#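 Assay system: Rat Arfgap1 GAP domain (His6, aa 1-136), purified enzyme | Buffer or medium: HEPES 25 mM pH 7.5, NaCl 150 mM, MgCl2, DTT | Schedule: GTP hydrolysis reaction 2 h at 25 °C | Signal: FP of antibody-bound GDP Alexa 633 tracer, ex 620/em 688 nm | Measure: Percent inhibition of Arfgap1-stimulated GTP hydrolysis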
# ADAM17 inh – ADAM17 inhibitors, primary screen, biochemical, QFRET | Disintegrin and metalloproteinase domain-containing protein 17 (Homo sapiens), P78536 | recombinant ADAM17, EDANS/DABCYL FRET peptide cleavage | inhibition, % at 6.95 µM | actives 0.83% (n = 370,000) | AID 720648, 2013;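 active = inhibition above the mean of compounds lying between control limits plus 3 SD, set per campaign, cut at about 8.5% in these data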;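 also: 0% = DMSO-only wells as the low control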
# PLC-gamma1 inh – PLC-gamma1 enzyme inhibitors, primary screen, biochemical, fluorescence, purified enzyme; actives 0.84% (n = 370,000); fluorogenic substrate; AID 720700, 2013; inhibition, % at 12.2 µM; 1-phosphatidylinositol 4,5-bisphosphate phosphodiesterase gamma-1 (Homo sapiens), P19174; in the data active = inhibition above about 9.5%
# Target sequence (P19174 whole entry, looked up): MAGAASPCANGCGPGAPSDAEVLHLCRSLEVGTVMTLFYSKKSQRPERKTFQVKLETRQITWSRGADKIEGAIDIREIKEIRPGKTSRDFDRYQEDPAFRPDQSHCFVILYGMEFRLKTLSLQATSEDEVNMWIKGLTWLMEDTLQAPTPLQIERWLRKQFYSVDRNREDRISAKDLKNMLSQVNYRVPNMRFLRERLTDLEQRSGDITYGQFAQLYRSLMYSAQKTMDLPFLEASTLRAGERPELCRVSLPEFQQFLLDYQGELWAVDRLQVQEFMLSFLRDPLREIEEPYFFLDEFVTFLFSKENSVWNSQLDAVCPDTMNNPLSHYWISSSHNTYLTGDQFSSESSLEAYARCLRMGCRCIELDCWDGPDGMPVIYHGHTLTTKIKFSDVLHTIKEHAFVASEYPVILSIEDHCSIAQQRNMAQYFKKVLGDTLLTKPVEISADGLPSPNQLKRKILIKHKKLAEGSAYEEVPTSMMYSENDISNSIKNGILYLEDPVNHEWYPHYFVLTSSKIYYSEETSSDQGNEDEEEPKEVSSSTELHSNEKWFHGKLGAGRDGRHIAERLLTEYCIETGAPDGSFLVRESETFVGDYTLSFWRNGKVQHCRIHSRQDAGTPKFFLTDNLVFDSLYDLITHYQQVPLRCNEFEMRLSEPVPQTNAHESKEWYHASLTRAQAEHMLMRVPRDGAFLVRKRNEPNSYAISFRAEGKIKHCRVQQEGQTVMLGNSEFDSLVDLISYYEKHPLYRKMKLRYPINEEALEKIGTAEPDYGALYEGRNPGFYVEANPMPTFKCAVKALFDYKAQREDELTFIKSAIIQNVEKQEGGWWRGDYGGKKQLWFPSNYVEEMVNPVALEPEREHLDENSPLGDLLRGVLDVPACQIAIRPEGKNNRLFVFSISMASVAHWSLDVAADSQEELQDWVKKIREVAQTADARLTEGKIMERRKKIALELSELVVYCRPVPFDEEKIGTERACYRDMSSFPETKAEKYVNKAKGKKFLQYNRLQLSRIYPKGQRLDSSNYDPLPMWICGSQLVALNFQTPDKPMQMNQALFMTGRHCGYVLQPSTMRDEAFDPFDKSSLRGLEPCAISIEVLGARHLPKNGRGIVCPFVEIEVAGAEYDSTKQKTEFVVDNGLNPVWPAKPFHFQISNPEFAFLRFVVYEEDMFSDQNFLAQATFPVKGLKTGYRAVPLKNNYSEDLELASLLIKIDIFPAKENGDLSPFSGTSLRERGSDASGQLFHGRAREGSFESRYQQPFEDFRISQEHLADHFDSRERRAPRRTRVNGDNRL
# proKLK7 act – proKLK7 zymogen activators, primary screen, biochemical, fluorescence intensity; Kallikrein-7 (Homo sapiens), P49862; purified proKLK7, EDANS-DABCYL substrate fluorescence; 100% is mature enzyme control, 0% vehicle; activation, % at 7 µM; actives 0.9% (n = 370,000); AID 652039, 2013;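 active = activation above the mean of all tested compounds plus 3 SD, computed per campaign excluding outliers beyond control limits, cut at about 13% in these data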
# ASAP1 inh – inhibitors of human ASAP1 ArfGAP activity, primary screen, biochemical, fluorescence polarization. AID 624377, 2012. ASAP1-stimulated ARF1 GTP hydrolysis, GDP FP detection. inhibition, % at 16.5 µM. actives 0.19% (n = 360,000). Arf-GAP with SH3 domain, ANK repeat and PH domain-containing protein 1 (Homo sapiens), …; in the data active = inhibition above about 25%;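 also: 0% = vehicle with enzyme and substrate and 100% = no enzyme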
# LEDGF integ inh – blockers of LEDGF/p75-dependent integrase strand transfer – biochemical, TR-FRET, high throughput, primary screen; HIV-1 integrase (with human LEDGF/p75); TR-FRET IN-LEDGF/p75 DNA integration, Eu/Cy5; inhibition, % at 3.7 µM; actives 0.64% (n = 370,000); AID 743269, 2014;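 active = inhibition above the screen-wide mean plus 3 SD, cut at about 13% in these data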;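 also: signal is the Cy5 over europium emission ratio at 671 and 618 nm; 0% = plate median of compound wells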
# Tn7 DDE FP – inhibitors of Tn7 peptide binding to fibrin DD(E), primary screen, biochemical, fluorescence polarization, human fibrin, Tn7 probe | AID 720508, 2013 | FP displacement of FITC-Tn7 peptide from fibrin DD(E); 0% = median of compound wells per plate | actives 0.13% (n = 370,000) | inhibition, % at 8.3 µM;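 active = inhibition above the mean of compounds falling within the control limits plus 3 SD of them, cut at about 14% in these data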;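 also: 0% = plate median of compound wells and 100% = 10 µM Aha-Tn7 peptide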
#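 assay system = human clot-derived fibrin DD(E) complex | quantity = Fibrin-DD(E) at 2 µM final | timing = 10 min preincubation, 3 h with tracer, room temperature | signal = fluorescence polarization | measure = percent inhibition | benchmarks = high control wells with 10 µM unlabelled Aha-Tn7 peptide (full inhibition) | replicates = singlicate testing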
# * hit, by the source's call; i = inactive; nt = not tested or not shown.
SMILES,TDP2 absorb,Tn6 DDE FP,ADAM10 inh,ARFGAP1 inhibitor,ADAM17 inh,PLC-gamma1 inh,proKLK7 act,ASAP1 inh,LEDGF integ inh,Tn7 DDE FP
CCSc1nc2ccccc2n1CC(=O)OC,-10,0,9,6,3,13*,-0.2,3,-1,-10
Cc1ccc(S(=O)(=O)Nc2csc(C)c2C(=O)O)cc1,5,-2,1,-9,-1,-4,-0.2,-2,-2,1
CC(=O)NC(O)C(=O)c1ccccc1 (stereo not drawn),-1,-2,-5,-7,-2,-4,-0.1,-1,1,2
CCOc1ccc(-c2cc(C(=O)NCc3cc(C(F)(F)F)cc(C(F)(F)F)c3)[nH]n2)c(C)c1,1,-2,5,-4,0,0,0.4,0,2,-5
CC(C)Oc1ccccc1C1(c2ccccc2)NC(=O)NC1=O (stereo not drawn),8,-6,-4,-8,-1,-2,-0.7,-9,-3,5
CCN(CCn1cccn1)C(=O)C1CCC(=O)N(CC2CCCCC2)C1 (stereo not drawn),11,-5,2,-10,-4,0,-0.4,-3,-1,2
CC(C)C[C@@H]1COc2cc(F)ccc2S(=O)(=O)N1C,-8,-6,-2,nt,0,1,0.1,nt,0,-2
O=C(COC(=O)c1ccc[n+]([O-])c1)Nc1ccc([N+](=O)[O-])cc1C(F)(F)F,8,-8,-4,-5,0,-1,-0.6,14,3,-2
O=C(Nc1ccccc1F)Oc1cccc(OC(=O)Nc2ccccc2F)c1,1,15*,4,1,-5,-3,-0.5,-3,-2,0
O=C(CCN1CCOCC1)Nc1c(-c2ccccc2)c2cc(Br)ccc2[nH]c1=O,7,5,-6,6,-2,-2,-0.1,5,-3,-1
COc1ccc(N2C(=O)C3CCCN3C2c2ccc(Cl)cc2)cc1 (stereo not drawn),-3,11,-4,1,-2,-1,-0.4,3,4,4
CN(C)CCCN(Cc1ccccc1)C(=S)Nc1ccc(OC(F)F)cc1,-11,0,-2,7,3,1,-0.3,-2,-1,-4
COCCN(CC(=O)Nc1cccc(C)c1C)C(=O)c1ccc2ccccc2n1,-1,6,-21,-6,-2,-3,-0.2,-13,0,0
CCCCCCCNC(=O)C1(CC2CC(c3ccccc3)=NO2)CCNCC1 (stereo not drawn),1,-6,9,-4,-2,1,-0.2,2,0,3
Cc1cccc(NC(=O)CSc2nc(C)c(CC(=O)c3ccc(Br)cc3)c(C)c2C#N)c1C,8,2,-5,-4,-5,-3,0.2,-2,1,-2
Cc1ccccc1Nc1ncnc2c1cnn2C,4,-5,0,10,-2,0,-0.2,-2,-3,-7
COc1ccc(N(CCCN2C(=O)c3cccc4cccc(c34)C2=O)C(=O)c2cccnc2)cc1,0,-5,-7,-4,-3,0,0.3,-10,2,0
COC(=O)CSc1nnc(-c2ccco2)n1-c1ccc(C)cc1,3,-5,3,8,0,0,0.5,10,0,-4
Cc1ccc(C2=CCN(C)C(=O)N2c2ccc(Br)cc2)cc1,-6,-1,-9,nt,-2,4,0.5,nt,-3,0
Cc1ccc(OCC(=O)N2CCCC(CO)(CCOc3ccccc3)C2)cc1 (stereo not drawn),0,-5,-1,1,-4,3,0.0,10,0,3
CCCCNC(=O)c1onc(CSc2cccc(F)c2)c1C(=O)O,-4,-5,-7,5,-5,5,0.0,0,3,1
O=C(/C=C/c1cccs1)Nc1nc(-c2ccccc2)cs1,6,-3,-7,-12,-3,-52,-2.4,-3,-1,-2
CCCCNC(=O)C[C@@H]1C(=O)N(Cc2ccc(OC)cc2)/C2=C/CCCCC[C@@]21C(=O)OCC,-13,-8,4,nt,6,4,0.3,nt,6,-8
Cc1cc2ccccc2n1CCC(=O)O,0,5,-6,5,-4,-2,-0.1,5,-2,5
CCn1c(CCc2ccccc2)n[nH]c1=S,-5,1,-8,7,-5,1,0.2,0,2,4
C#Cc1ccc([C@@H]2C=C(C(=O)O)O[C@H](OCc3ccc(CO)cc3)C2)cc1,-6,-5,1,8,-5,-2,0.2,0,-1,6
CCC(C(=O)NCCc1ccc(C)cc1)n1nc(C)c2c(C)n(-c3ccccc3)nc2c1=O (stereo not drawn),11,-3,-3,-8,-1,1,0.2,-3,1,9
O=C(Nc1ccc(Br)cn1)c1ccc([N+](=O)[O-])cc1Cl,-3,7,1,-5,2,0,-0.2,6,3,0
CN(CC(=O)Nc1c(Cl)cccc1Cl)C(=O)c1cccn1C,-3,5,0,5,-4,6,-0.7,-11,0,-1
CCC1(C)Cc2nc3[nH]c(=S)n(-c4ccccc4)c(=O)c3cc2CO1 (stereo not drawn),3,4,7,-9,-2,-2,-0.8,-7,0,3
CN(C)c1ccc(CN(C(=O)c2ccco2)C2CCS(=O)(=O)C2)cc1 (stereo not drawn),2,-6,4,13,0,3,-0.2,14,-1,-11
COc1ccc(Nc2cc(C(=O)NCCCN3CCN(C)CC3)c3ccccc3n2)cc1OC,4,13,3,-11,-1,0,1.2,8,1,4
O=S(=O)(Nc1ccccc1)c1ccc(NS(=O)(=O)c2cccs2)cc1,9,-3,5,-12,-1,1,-0.2,10,1,-3
O=C(c1ccc(Br)cc1)N(Cc1nc2ccccc2c(=O)[nH]1)C1CCCC1,-10,-1,10,2,0,0,0.3,4,3,-1
COc1ccccc1NC(=O)C(C)N(C)Cc1ccc(Cl)s1 (stereo not drawn),-4,-1,13,10,3,2,0.9,15,4,1
COc1ccccc1-c1nc(C#N)c(N2CCC(C(N)=O)CC2)o1,-3,-1,i,-4,i,-116,5.2,-14,-3,4
NC(=O)c1cc(Cc2ccccc2)sc1NC(=O)c1ccco1,-3,3,-24,12,-7,-81,1.6,10,0,-11
CC1(C)c2cc(Cl)ccc2-n2c1cc(O)c(-c1ccccc1)c2=O,-7,-3,10,6,-5,-8,1.1,-4,2,1
CCOC(=O)c1sc(=S)n(-c2ccc(OC)cc2)c1N,-15,-4,2,-4,-1,5,0.7,-1,-5,6
CCOC(=O)c1sc(NC(=O)CCCn2nc([N+](=O)[O-])c(Cl)c2C)c(C(=O)OCC)c1C,0,2,-1,8,1,1,-0.6,3,3,1
Cc1cc(Br)ccc1NC(=O)CN(C)C(=O)C1CSC2(C)CCC(=O)N12 (stereo not drawn),-2,2,-3,-2,-1,-7,-0.8,-7,3,-5
CCOC(=O)c1nn(-c2cccc(C)c2)c2nnc(Cc3ccc(C)cc3)c(=O)n12,-10,4,-7,2,-2,0,0.3,-23,-6,0
Cc1cc(C)nc(SC2CC(=O)N(c3ccc(Cl)cc3)C2=O)n1 (stereo not drawn),-1,-5,1,6,-2,0,-0.1,0,-3,1
CN(C)S(=O)(=O)c1ccc(C(=O)Nc2cccc(C(=O)N3CCOCC3)c2)cc1,3,0,-7,-4,-1,2,0.4,19,1,-3
CCCNC(=S)N1CCC(NC(=O)c2cccc(C)c2)CC1,-15,0,-8,-2,1,4,-0.1,12,-7,-5
COc1ccc2c(c1)CCC1(C)CC(=O)C(Br)=C21 (stereo not drawn),-8,0,i,10,i,i,124*,0,-1,-1
CCCc1[nH]nc2c1C(C1CCCCC1)C(C#N)=C(N)O2 (stereo not drawn),5,4,-7,-3,-2,-3,0.5,3,-3,2
O=C(CNCc1ccccc1Cl)Nc1ccc(C(=O)N2CCCCC2)cc1,8,3,-6,-2,1,2,0.3,13,2,-7
CCN1C(=O)/C(=C/C=C2/CCCN2C)OC1=S,-7,2,10,6,5,-3,0.7,5,2,-7
Cc1cc(-c2nnc(CCC(=O)NCc3ccc(OC(F)(F)F)cc3)o2)no1,12,0,0,-4,-3,-3,0.1,-4,-2,2
O=C(COc1ccccc1)NC1CCS(=O)(=O)C1 (stereo not drawn),-16,0,-8,-1,-4,-3,0.7,0,-10,4
O=C(CSc1nnnn1C1CCCCC1)Nc1ccc2c(c1)OCO2,-2,-2,8,2,2,1,0.7,4,3,-3
Cc1ccc(-c2cc(C(=O)N3CCCC3)no2)cc1,-8,2,5,-3,0,2,-0.2,-12,1,1
CCOc1c([N+](=O)[O-])cc2c(C)c(C(=O)N3CCN(C)CC3)oc2c1OCC,-6,9,-2,7,-3,2,-0.1,-24,-1,-3
CC(C)C(=O)NC(c1ccc([N+](=O)[O-])cc1)c1c(O)ccc2ccccc12 (stereo not drawn),3,-3,11,-1,0,1,0.7,-7,-4,2
Cn1cnnc1SC1CCCCC1NS(=O)(=O)c1ccc(Cl)cc1 (stereo not drawn),-12,7,-1,12,1,3,-0.2,0,7,-9
CCCCn1c(SCC(=O)NCc2ccc(OC)c(C(=O)O)c2)nc2cc(S(N)(=O)=O)ccc21,-16,6,6,4,-1,1,0.1,-7,2,0
O=C(CNC(=O)c1ccc2c(c1)OCCO2)N/N=C/c1cccc(Br)c1,-7,-3,16,-6,0,4,-0.7,17,-1,4

# Exported tab-delimited: entries from further up
SMILES	TDP2 absorb	Tn6 DDE FP	ADAM10 inh	ARFGAP1 inhibitor	ADAM17 inh	PLC-gamma1 inh	proKLK7 act	ASAP1 inh	LEDGF integ inh	Tn7 DDE FP
CCCNC(=S)N1CCC(NC(=O)c2cccc(C)c2)CC1	-15	0	-8	-2	1	4	-0.1	12	-7	-5
Cc1cc(-c2nnc(CCC(=O)NCc3ccc(OC(F)(F)F)cc3)o2)no1	12	0	0	-4	-3	-3	0.1	-4	-2	2

# For reference, two of the compounds above:
SMILES,TDP2 absorb,Tn6 DDE FP,ADAM10 inh,ARFGAP1 inhibitor,ADAM17 inh,PLC-gamma1 inh,proKLK7 act,ASAP1 inh,LEDGF integ inh,Tn7 DDE FP
CCSc1nc2ccccc2n1CC(=O)OC,-10,0,9,6,3,13*,-0.2,3,-1,-10
Cc1ccc(S(=O)(=O)Nc2csc(C)c2C(=O)O)cc1,5,-2,1,-9,-1,-4,-0.2,-2,-2,1

# From PubChem BioAssay
